Source: PubChem (several laboratories)
phage Ecoli inh – E. coli growth loss with phage present. growth absorbance. actives 0.26% (n = 360,000). AID 651602. inhibition, % at 11.9 µM; in the data active = inhibition above about 11%
DAGLB inh – diacylglycerol lipase beta (human) inhibition. Q8NCG7. HEK293T DAGLB membrane lysate, EnzChek fluorogenic substrate. inhibition, % at 5.17 µM. actives 0.059% (n = 340,000); in the data active = inhibition above about 34%;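 note: 0% = enzyme with vehicle and 100% = wells lacking enzyme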
Target sequence (Q8NCG7 whole entry, looked up): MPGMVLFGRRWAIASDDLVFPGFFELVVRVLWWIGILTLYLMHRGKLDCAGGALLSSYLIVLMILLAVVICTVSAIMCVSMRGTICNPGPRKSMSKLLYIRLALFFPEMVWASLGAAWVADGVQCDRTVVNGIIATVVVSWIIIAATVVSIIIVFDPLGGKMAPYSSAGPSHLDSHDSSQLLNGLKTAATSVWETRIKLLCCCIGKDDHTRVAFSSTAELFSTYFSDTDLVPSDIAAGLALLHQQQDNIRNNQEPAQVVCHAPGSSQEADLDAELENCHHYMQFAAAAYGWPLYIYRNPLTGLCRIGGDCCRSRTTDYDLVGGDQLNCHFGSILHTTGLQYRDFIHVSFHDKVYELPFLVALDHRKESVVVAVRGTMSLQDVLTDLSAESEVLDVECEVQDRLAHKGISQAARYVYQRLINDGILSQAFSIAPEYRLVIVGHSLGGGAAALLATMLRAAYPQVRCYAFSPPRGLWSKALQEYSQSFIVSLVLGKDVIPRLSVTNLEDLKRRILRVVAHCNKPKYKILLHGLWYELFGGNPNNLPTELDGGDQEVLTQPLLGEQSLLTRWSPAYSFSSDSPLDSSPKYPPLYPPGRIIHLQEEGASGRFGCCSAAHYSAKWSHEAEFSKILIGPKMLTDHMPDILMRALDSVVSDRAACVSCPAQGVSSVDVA
Tat export inh – E. coli Tat transport inhibition | E. coli MC4100 TorA-mCherry Tat export, fluorescence | inhibition, % at 10 µM | AID 488895 | actives 0.036% (n = 340,000);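 active = mean replicate inhibition at least 50% and at least half of replicates individually reaching 50%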;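 note: exported cargo escapes ClpAP degradation while cytoplasmic cargo is degraded and loses fluorescence; 0% = median of neutral control wells and 100% = median of NaSCN control wells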
Rtt109 Vps75 – inhibitors of Candida albicans Rtt109/Vps75 histone acetyltransferase; Q5AAJ8; actives 0.16% (n = 330,000); inhibition, % at 34.9 µM; AID 540336; purified Rtt109/Vps75, ThioGlo CoA-SH fluorescence, 4 h;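 active = inhibition of at least 50% in every replicate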
Target sequence (Q5AAJ8 whole entry, looked up): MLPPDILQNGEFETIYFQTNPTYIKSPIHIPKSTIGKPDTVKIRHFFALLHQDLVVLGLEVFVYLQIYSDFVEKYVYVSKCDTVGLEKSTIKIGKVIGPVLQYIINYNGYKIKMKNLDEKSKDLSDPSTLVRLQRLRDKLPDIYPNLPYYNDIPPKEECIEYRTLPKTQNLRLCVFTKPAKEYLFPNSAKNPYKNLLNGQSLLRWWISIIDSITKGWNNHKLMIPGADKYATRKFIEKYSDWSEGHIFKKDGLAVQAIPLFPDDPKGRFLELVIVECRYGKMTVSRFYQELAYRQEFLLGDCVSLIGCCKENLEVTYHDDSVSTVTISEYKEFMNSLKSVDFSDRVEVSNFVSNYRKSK
CAL PDZ inh – blocks peptide binding to human CAL PDZ domain; Q9HD26; purified CAL PDZ, TMR-peptide fluorescence polarization, 1 h; inhibition, % at 20 µM; actives 0.02% (n = 330,000); AID 504414;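 active = highest replicate inhibition of at least 40%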;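 note: plate controls were DMSO neutral control wells for no effect and unlabeled competitor peptide control wells for full effect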
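Material: tagged CAL PDZ protein CerCALP, purified; buffer or medium: sodium phosphate/NaCl buffer pH 7.4 with TCEP, IgG, Thesit; also added: fluorescent TMR peptide probe; schedule: 1 h incubation at room temperature before polarization reading; technique: fluorescence polarization from S- and P-plane intensities, G-factor corrected; control set: unlabelled peptide and DMSO controls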
PvdQ inh – blocks Pseudomonas aeruginosa PvdQ acylase activity | actives 0.063% (n = 340,000) | inhibition, % at 10 µM | purified PvdQ acylase, fluorescence plate reader; in the data active = inhibition above about 30%, passing the limit was not always enough;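 note: 0% = vehicle neutral wells and 100% = reference inhibitor wells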
PfHsp90 set2 – growth inhibition of yeast expressing Plasmodium Hsp90; S. cerevisiae expressing PfHsp90, BacTiter-Glo ATP, 48 h; yeast lacking PDR1 and PDR3 efflux regulators; inhibition, % at 9.4 µM; actives 0.32% (n = 310,000);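 active = every replicate shows inhibition above about 80%, whatever the replicate mean, limit read from the data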;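 note: 0% = DMSO neutral controls and 100% = 20 µM radicicol positive controls; yeast relying on Plasmodium falciparum Hsp90 in place of its own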
AddAB inh – less growth of phage-infected E. coli with AddAB; E. coli expressing H. pylori AddAB, absorbance growth; inhibition, % at 11.9 µM; actives 0.29% (n = 330,000); AID 435030; in the data active = inhibition above about 12%;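 note: 0% = vehicle wells of infected cells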
Wnt bcat act – Wnt/beta-catenin pathway activation; AID 743398; actives 1.2% (n = 300,000); Wnt/beta-catenin reporter cell assay, activator, plate reader; activation, % at 9.35 µM; in the data active = activation above about 30%, passing the limit was not always enough;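 note: 0% = neutral control wells and 100% = positive control wells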
Ecoli viability – counter-screen for AddAB inhibitors: E. coli growth inhibition | E. coli V3065 growth, OD600 absorbance, 18 h | inhibition, % at 11.9 µM | actives 0.27% (n = 330,000);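 active = inhibition above the campaign's mean inhibition across all tested compounds plus 3 SD, cut at about 9.9% in these data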;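 note: uninfected addAB+ strain grown without phage in ampicillin broth; 0% = DMSO wells and 100% = ciprofloxacin 0.95 µg/ml wells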
Active calls of the source: *; x = no result given.

SMILES	phage Ecoli inh	DAGLB inh	Tat export inh	Rtt109 Vps75	CAL PDZ inh	PvdQ inh	PfHsp90 set2	AddAB inh	Wnt bcat act	Ecoli viability
N#CCC(=O)N1CCn2c1nc1ccccc12	2.2	2.0	-2.5	-3.8	0.9	-12.3	23.1	2.6	-1.3	-2.6
OC1CCCN(Cc2nc(Cc3ccccc3Cl)no2)C1 (stereo not given)	1.8	-5.7	-1.8	0.3	-0.1	7.4	2.1	-0.8	15.6	0.9
COc1ccc(C(=O)NN=C(Cc2ccccc2)Cc2ccccc2)cc1OC	-1.2	-3.5	-6.4	-5.7	0.0	-9.2	7.0	2.1	x	-2.8
COc1ccccc1Cn1cnc2cccnc21	-0.2	-2.5	-8.5	-14.8	0.5	1.6	12.1	-0.8	x	0.7
O=C(CC1Oc2ccc(Cl)cc2NC1=O)NC1CCCCCC1 (stereo not given)	2.9	-0.3	2.3	-1.9	-0.5	-6.9	-38.2	2.9	4.8	-2.8
O=C(O)Cn1c(=O)c2c3c(sc2n(Cc2ccccc2)c1=O)CCCC3	1.7	2.9	-8.7	-2.6	x	-13.6	-2.1	-1.2	6.4	-0.3
COc1cc(OC)c2c(=O)cc(-c3ccccc3)oc2c1	2.1	-3.8	-1.7	2.4	-2.6	-8.6	3.5	2.5	52.3*	-2.2
COc1cc(C)c(S(=O)(=O)N2CCOCC2)c(C)c1C	2.0	-3.0	-4.4	-2.4	-2.6	0.7	-0.5	1.8	-0.6	-0.4
O=C(CSc1c[nH]c2ccccc12)N1CCOCC1	2.2	0.5	-5.7	-2.0	-1.3	-14.2	x	2.5	x	0.0
CNS(=O)(=O)c1ccc2nc(NC(=O)/C=C/c3ccco3)sc2c1	3.0	3.2	0.5	-0.6	-1.0	1.4	-12.2	-0.3	3.8	1.5
O=c1n(-c2cccc(Cl)c2)c(=O)n2n1CCC2	1.2	4.0	-6.9	8.3	-0.6	-11.1	3.9	-2.5	-2.5	-3.2
Cc1ccc(N2C(=O)C3C(c4ccccc4)(C2=O)C3(c2ccccc2)c2ccccc2)cc1 (stereo not given)	4.5	-18.1	-6.3	-7.6	-0.6	-7.7	-13.0	3.2	-2.8	0.8
COc1ccc(NS(=O)(=O)c2ccc(OC)c3ccccc23)cn1	1.7	-2.9	1.4	-2.1	x	-1.4	-5.6	-2.5	x	0.6
O=c1c2ccccc2nc(-c2cccc(Cl)c2)n1O	0.1	0.7	-2.5	x	-2.0	4.0	-117.7	-3.9	0.7	-2.2
O=C(/C=C/NNC(=O)c1ccccc1O)c1ccccc1	-0.8	6.1	-12.4	-4.0	-1.5	-6.2	0.8	3.2	-0.1	2.5
CN(Cc1cccc(-n2cccn2)c1)Cc1cn(C)nc1-c1ccccc1F	3.0	-3.4	5.1	3.5	-2.7	-4.3	4.1	2.5	-6.8	1.1
S=c1[nH]nc(-c2ccc3ccccc3n2)o1	-0.7	2.6	13.0	4.4	-1.1	-16.4	-5.5	2.9	x	1.9
Cc1ccc(C)c(N2CCN(CCCNC(=O)Cn3c(=O)c4cccn4c4cccnc43)CC2)c1	1.6	1.2	-5.1	22.8	-3.5	-23.3	-22.2	0.8	-4.0	0.5
CC1=C(C(=O)Nc2nc3ccccc3s2)C(c2ccco2)C(C#N)=C(SCC(=O)NC2CCCCC2)N1 (stereo not given)	3.1	2.1	8.2	-3.8	-1.0	-0.6	-82.2	3.1	-9.5	-1.1
Cc1ccc(-n2nnnc2CN2CCCCC2)cc1	4.7	-1.2	8.8	10.4	x	3.3	-4.5	1.9	-0.7	0.9
COc1ccc(C(CNC(=O)c2cccc(NS(=O)(=O)c3ccc(C)c(F)c3)c2)N2CCOCC2)cc1 (stereo not given)	0.6	-0.4	4.8	1.2	-2.4	-8.5	x	3.6	-2.9	0.7
Nc1c(Br)cc2c([nH]c(=O)c3ccccc32)c1Br	1.5	17.9	1.1	-7.6	1.3	-10.6	-13.0	x	-0.7	x
O=C(CCS(=O)(=O)c1ccccc1)Nc1nc2ccc(F)cc2s1	4.3	3.3	-3.9	-3.1	-2.0	-5.5	-21.1	2.2	0.0	0.0
C=CCN1C(=O)N(/C=C/C)c2cccc3cccc1c23	4.7	1.5	11.3	0.0	-0.4	-1.7	x	1.7	-1.6	1.2
CC1N=C(N)C(c2nc3ccccc3n2C)=C1O (stereo not given)	3.6	-2.2	-1.8	-15.6	-0.7	-14.0	7.8	5.1	-1.6	1.4

3 compounds from above, arranged by formula weight, lowest first.
SMILES	phage Ecoli inh	DAGLB inh	Tat export inh	Rtt109 Vps75	CAL PDZ inh	PvdQ inh	PfHsp90 set2	AddAB inh	Wnt bcat act	Ecoli viability
CNS(=O)(=O)c1ccc2nc(NC(=O)/C=C/c3ccco3)sc2c1	3.0	3.2	0.5	-0.6	-1.0	1.4	-12.2	-0.3	3.8	1.5
O=C(O)Cn1c(=O)c2c3c(sc2n(Cc2ccccc2)c1=O)CCCC3	1.7	2.9	-8.7	-2.6	x	-13.6	-2.1	-1.2	6.4	-0.3
CN(Cc1cccc(-n2cccn2)c1)Cc1cn(C)nc1-c1ccccc1F	3.0	-3.4	5.1	3.5	-2.7	-4.3	4.1	2.5	-6.8	1.1

The results go on:
SMILES	phage Ecoli inh	DAGLB inh	Tat export inh	Rtt109 Vps75	CAL PDZ inh	PvdQ inh	PfHsp90 set2	AddAB inh	Wnt bcat act	Ecoli viability
c1ccc(Cn2nc(-c3ccccc3)nc2-c2ccccc2)cc1	0.0	-8.4	9.9	-1.0	-0.5	-12.0	9.5	5.0	x	0.3
CCOC(=O)CN=C/C(C(=O)Nc1nccs1)=C(/C)O	4.0	2.5	-1.5	-2.7	x	-5.4	-13.0	0.7	-1.5	0.0
COc1ccc(/C=C/c2nc(C#N)c(NCCN(C)C)o2)cc1OC	-0.2	-1.0	0.8	-4.1	0.6	-1.0	-6.7	1.5	1.8	-2.8
Nc1ccccc1-c1nnc2n1CCCCC2	1.4	-0.9	-5.7	-10.9	-3.1	-10.2	-33.7	0.4	-1.0	1.5
Cc1nc2ccccn2c1C(=O)NC1CCCc2ccccc21 (stereo not given)	5.4	-1.6	-4.0	13.0	-1.5	-2.1	2.5	-1.3	-1.4	-1.7
COc1ccc(S(=O)(=O)N/N=C\c2ccc(OC)c(COc3ccc(C)cc3[N+](=O)[O-])c2)cc1	4.5	-2.9	-19.4	-5.9	0.0	-14.3	-20.6	0.2	x	1.6
COCCCn1c(CCC(=O)O)ccc1-c1ccc(F)cc1	3.0	-2.0	-6.0	-24.1	0.3	-8.9	9.5	0.6	-1.0	-0.4
COC(=O)c1ccc(OS(=O)(=O)N(C)C)cc1	1.3	0.6	-3.9	0.9	-2.2	2.3	x	3.4	10.4	1.5
CC(NC(=O)COC(=O)c1ccc[nH]c1=O)c1ccccc1 (stereo not given)	4.9	0.1	2.1	3.6	-0.2	-8.8	-2.1	-1.1	-0.6	-0.4
Cc1cc(NC(=O)COC(=O)[C@H](Cc2ccccc2)NC(=O)c2ccco2)no1	-0.6	-2.8	-20.2	-5.3	-0.4	-13.3	5.3	x	-1.6	x
CC12CCC(c3nnc(SCC(=O)Nc4cccc5ccccc45)nc31)C2(C)C (stereo not given)	2.4	-3.3	-0.8	0.8	-1.3	-10.5	-6.6	2.2	x	-2.2
O=C(CN1C(=O)c2ccccc2S1(=O)=O)Nc1ccccc1	2.6	-0.7	-2.9	3.5	-2.0	-2.5	-6.2	1.5	-3.3	-0.7
CC(C)(Cc1ccc(O)cc1)NC(=O)CC(=O)N/N=C/c1ccc([N+](=O)[O-])cc1	3.5	0.8	-10.9	-0.5	-0.4	-1.4	12.5	0.7	-7.9	0.6
O=C(CNC(=O)C1CCCCC1)Nc1cc(Cl)cc(Cl)c1	2.7	-5.2	-8.3	20.1	-0.5	4.2	-137.2	-2.0	x	1.3
CC(=O)c1cc(C#N)c(SCC(=O)OC(C)C)nc1C	3.9	-4.7	5.9	12.3	-0.1	-5.1	-2.6	0.9	5.8	1.6
COc1ccc(-c2cc(C(F)(F)F)n3nc(C)cc3n2)cc1	4.0	-7.3	2.8	-9.5	-0.3	-2.9	-7.4	-1.7	1.9	-0.6
CC1Cc2ccccc2N1C(=O)c1ccc2nccnc2c1 (stereo not given)	-0.2	-0.7	1.9	8.9	-0.2	-9.4	3.2	x	-0.2	x
Cc1cc(C)n(-c2nc(N(c3ccccc3)c3ccccc3)nc(-n3nc(C)cc3C)n2)n1	x	-0.1	-3.6	2.3	-3.3	-0.2	x	-2.7	x	-2.5
COc1cc(OC)cc(-c2nnc(SCC(=O)N3CCCCC3)o2)c1	3.2	-5.2	-3.8	-4.9	-0.3	-2.6	10.4	2.1	-3.7	-1.5
OCCCNC(=S)Nc1ccc(Nc2ccccc2)cc1	4.8	0.3	4.2	6.9	1.1	-12.0	-18.0	1.8	4.2	-1.0
COc1ccc(Cc2nc3ccc(C(=O)NC(C)c4cn(C)nc4C)cc3o2)cc1 (stereo not given)	2.6	1.9	-7.4	-1.9	-0.5	-6.7	10.8	1.8	1.5	-1.4
Cc1ccc(N(CC(N)=O)C2SC(=O)NC2=O)cc1 (stereo not given)	2.4	0.5	0.7	7.5	-2.6	-1.2	6.1	3.1	1.3	1.1
CN1CCC(N(C)C(=O)c2ccc(Cl)c(S(=O)(=O)Nc3cc(Cl)ccc3Cl)c2)CC1	-0.5	-2.6	1.5	-0.8	-0.3	-9.5	2.0	1.9	16.0	1.6
CC(NCc1cccs1)C(=O)NC1CCCCC1 (stereo not given)	4.1	-3.3	18.7	-28.1	-3.3	-1.3	-9.6	3.1	-1.2	-0.7
Nc1nn(-c2cccc(F)n2)cc1-c1ccccc1	4.0	-2.8	-4.6	6.6	-0.4	8.5	30.4	x	18.6	x
O=C(CN1CCN(Cc2ccccc2)CC1)NC(=O)NCc1ccco1	0.1	1.7	-6.8	4.1	0.4	8.1	21.4	0.2	x	-1.4
COc1ccc(S(=O)(=O)N2CCCCCC2)cc1C(=O)N1CCCCC1	1.4	2.8	16.1	-5.9	0.6	-16.6	27.0	-1.0	3.2	0.2
CCOCC(O)CS(=O)Cc1ccccc1 (stereo not given)	2.5	0.3	-8.0	1.2	-3.3	-5.1	x	0.5	x	-0.7
COc1ccc(C(C)n2c(C)c3c(C)nnc(C)c3c2C)cc1 (stereo not given)	-1.3	2.3	-0.1	-0.2	-2.7	14.6	17.9	2.0	x	-1.2

Complete entries as entered above. Screens in order: phage Ecoli inh, DAGLB inh, Tat export inh, Rtt109 Vps75, CAL PDZ inh, PvdQ inh, PfHsp90 set2, AddAB inh, Wnt bcat act, Ecoli viability
CC(C)(Cc1ccc(O)cc1)NC(=O)CC(=O)N/N=C/c1ccc([N+](=O)[O-])cc1 reads 3.5, 0.8, -10.9, -0.5, -0.4, -1.4, 12.5, 0.7, -7.9, 0.6
c1ccc(Cn2nc(-c3ccccc3)nc2-c2ccccc2)cc1 reads 0.0, -8.4, 9.9, -1.0, -0.5, -12.0, 9.5, 5.0, x, 0.3
